SMN2 splice up: increases expression of the SMN2 splice variant | HEK293 SMN2-luciferase splicing reporter, luminescence, 30-36 h | Potency, µM (series often up to 46.1 µM), for the others: top-dose activity change, positive = activation, usual class: activators | actives 2.8% (n = 210,000) | AID 1458; also: % of control where 0% means no effect; nearly all actives have a fitted effect of over 55% in size
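HEK293 cells carry an SMN2 […]–luciferase reporter in which exon 7 inclusion puts luciferase in frame. Cells were plated 10-12 h before compound addition, then incubated 30-36 h at 37C. ONE-Glo luminescence was read; sodium butyrate at 4.5 mM final served as control.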
aGlu spleen mod: inhibits or activates alpha-glucosidase in human spleen homogenate; P10253; human spleen homogenate, 4-MU-alpha-glucoside fluorescence; Potency, µM (series often up to 79.9 µM), inactives show at the top dose activity change, negative = inhibition, hits mostly inhibitors; actives 0.006% (n = 240,000); AID 2112;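 also: 0% = enzyme with vehicle and -100% = no enzyme basal signal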
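Human spleen homogenate (1 ug) incubated with compounds and 1 mM 4-methylumbelliferyl-alpha-D-glucopyranoside in pH 5.0 citrate/phosphate buffer, 37 C, 40 min. Stopped at pH 10; 4-MU fluorescence (Ex 365/Em 440 nm); AC50 by Hill fit.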
ALDH1A1 block: blocks purified human ALDH1A1 activity. P00352. Purified ALDH1A1, NADH fluorescence, propionaldehyde substrate. Potency, µM (series often up to 75.3 µM), inactives show at the highest dose activity, negative = inhibition, actives largely listed as inhibitors. actives 7.3% (n = 220,000); active = well fitted inhibition curve with a large enough effect, not every such curve was filed as active; inconclusive = small, poorly fitted or top-dose-only effect, or another doubt; inactive = no such curve, though single readings can be large or run the other way;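 also: plate controls were no enzyme wells and a reference inhibitor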
RGS12 GoLoco inh: RGS12 GoLoco-Gai1 interaction inhibition; P63096; Gai1:RGS12 GoLoco peptide FP, rhodamine, 10 min; Potency, µM (highest dose often 61.6 µM), for inactives: at the top dose activity, negative = inhibition, actives largely listed as inhibitors; actives 0.44% (n = 230,000); active = well fitted inhibition curve with a large enough effect, not every such curve was filed as active; inactive = no such curve, though single readings can be large or run the other way; also: % is scaled to controls: 0 for no effect and ±100 for the full control effect; nearly all actives have a fitted effect of over 30% in size; many of its hits are not listed in these tables
aGal spleen mod: inhibits or activates alpha-galactosidase in human spleen homogenate. Potency, µM (series often up to 80 µM), without a hit: at the top dose activity change, negative = inhibition, most hits filed as inhibitors. actives 0.008% (n = 240,000). AID 2107. human spleen homogenate, 4MU-alpha-Gal fluorescence, 40 min. P06280;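 also: 0% = enzyme with vehicle and -100% = no enzyme basal signal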
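Human spleen homogenate (1 ug) as enzyme source, 4-methylumbelliferyl-alpha-D-galactopyranoside 1 mM final, citrate/phosphate pH 5.0 with 0.01% Tween-20. Compounds 40 min at 37C, NaOH/glycine stop; fluorescence Ex 365/Em 440, Hill-fit AC50.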
JMJD2E inh: inhibitors of human JMJD2E histone demethylase. B2RXH2. JMJD2E catalytic domain, FDH-coupled NADH fluorescence (FDH is formaldehyde dehydrogenase). Potency, µM (top dose mostly 57.1 µM), without a hit: at the top dose activity change, negative = inhibition, usual class: inhibitors. actives 1.6% (n = 230,000). AID 2147; active = well fitted inhibition curve with a large enough effect, not every such curve was filed as active; inconclusive = small, poorly fitted or top-dose-only effect, or another doubt; inactive = no such curve, though single readings can be large or run the other way;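 also: 0% = wells with enzyme and -100% = buffer wells without enzyme; nearly all actives have a fitted effect of over 50% in size; many of its hits are not listed in these tables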
GAA inhib: inhibitors of human lysosomal alpha-glucosidase; P10253; actives 0.005% (n = 200,000); purified human GAA, 4-MU-alpha-glucoside fluorescence; Potency, µM (top dose mostly 76.9 µM), inactives show at the highest dose activity change, negative = inhibition, hits mostly inhibitors; AID 1466;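 also: plate controls were uninhibited enzyme wells for no effect and no-enzyme background for full effect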
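Read-out is 4-methylumbelliferone fluorescence (Ex 365/Em 440 nm) after NaOH/glycine stop at pH 10. Enzyme 4 nM, substrate 400 uM, pH 5.0 citrate buffer, 20 min room temperature; AC50 from Hill-equation concentration-response.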
* = called active by the depositor; ? = inconclusive; · = no result given; & = joins results of further samples; [ ] = remark or other dose. Unless noted, calls follow the shape of the dose curve; as a rule, active = well fitted curve in the direction sought with a large enough effect; inconclusive = small, poorly fitted or top-dose-only effect, or another doubt; inactive = no such curve, though single readings can be large; an effect the other way counts as inactive or inconclusive. Potency is read from the fitted curve at half-maximal effect.

SMILES	SMN2 splice up	aGlu spleen mod	ALDH1A1 block	RGS12 GoLoco inh	aGal spleen mod	JMJD2E inh	GAA inhib
CCC1C(=O)OCC1Cc1cncn1C (stereo not drawn)	4.0%	7.5%&-6.8%&-0.4%	-3.8%&-3.8%&2.5%	-1.5%&3.9%&4.3%	8.4%&-1.0%&3.1%	11.9%&-5.0%	·
C[C@]12CC[C@H]3[C@@H](CCC4=CC(=O)CC[C@@]43C)[C@@H]1CC[C@@H]2C(=O)CO	-64.7%[inhibitor]	-5.9%	?	4.1%	-11.0%	4.9%	0.8%[15.4 µM]

An excerpt; rates above refer to the full screens.
